Screening data: PubChem, National Center for Advancing Translational Sciences (NCATS)
FLuc counter – qHTS profiling assay for firefly luciferase inhibitor/activator using purifed enzyme and Km concentrations of substrates (counterscreen for miR-21 project); Luciferin 4-monooxygenase (Photinus pyralis), P08659; purified FLuc, Km substrates, luminescence inhibition; Potency, µM (doses to about 57.5 µM), inactives show at the highest dose activity change, negative = inhibition, hits mostly inhibitors; actives 6.9% (n = 360,000); AID 588342, 2011;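 note: potency is the fitted concentration of half-maximal effect; plate controls were vehicle for no effect and reference inhibitor for full effect; nearly all actives have a fitted effect of over 55% in size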
Target sequence (P08659 whole entry, looked up): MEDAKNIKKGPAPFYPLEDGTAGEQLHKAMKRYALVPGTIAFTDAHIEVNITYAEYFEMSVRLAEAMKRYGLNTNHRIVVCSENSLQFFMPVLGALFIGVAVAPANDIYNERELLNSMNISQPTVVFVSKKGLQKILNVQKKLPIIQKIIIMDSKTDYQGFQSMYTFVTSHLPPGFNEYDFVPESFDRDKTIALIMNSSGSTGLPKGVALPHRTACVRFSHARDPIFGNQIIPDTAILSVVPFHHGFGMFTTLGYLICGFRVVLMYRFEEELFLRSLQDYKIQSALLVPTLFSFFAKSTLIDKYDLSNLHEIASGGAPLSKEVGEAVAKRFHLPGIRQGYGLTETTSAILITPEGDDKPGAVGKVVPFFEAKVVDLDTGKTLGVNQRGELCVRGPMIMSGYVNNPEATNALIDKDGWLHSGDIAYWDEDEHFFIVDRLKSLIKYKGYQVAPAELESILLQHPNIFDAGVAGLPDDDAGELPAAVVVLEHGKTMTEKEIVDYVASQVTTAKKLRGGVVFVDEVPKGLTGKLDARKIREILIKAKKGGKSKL
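Purified P. pyralis luciferase (10nM final) with 10uM D-luciferin and 10uM ATP (Km levels) in 50mM Tris acetate pH 7.5, 10mM Mg acetate, 0.01% Tween-20, 0.05% BSA; qHTS 6-point titration, ~60 µM downward; luminescence read.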
Rab9 prom act – qHTS Assay for Rab9 Promoter Activators. AID 485297, 2010. Potency, µM (doses to about 9.22 µM), for inactives: at the highest dose activation, negative = inhibition, usual class: activators. Huh7 Rab9 promoter-luciferase reporter, luminescence, 24 h. actives 2.8% (n = 320,000); note: potency is the fitted concentration of half-maximal effect; % of control where 0% means no effect; nearly all actives have a fitted effect of over 60% in size
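Luminescence from Amplite-detected luciferase (10 minutes, ambient) reports Rab9 promoter activation. Before that, stable Rab9-luciferase Huh7 cells (1500/well, reduced-serum OP-MEM I plus 10% FBS) were exposed to compound for 24 hours at 37C.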
ELG1 genotox – qHTS screen for small molecules that induce genotoxicity in human embryonic kidney (HEK293T) cells expressing luciferase-tagged ELG1; HEK293T ELG1-luciferase reporter, luminescence, 16 h; actives 1.3% (n = 330,000); AID 504466, 2011; Potency, µM (doses to about 46 µM), without a hit: top-dose activity change, positive = activation, actives largely listed as activators; note: potency is the fitted concentration of half-maximal effect; % of control where 0% means no effect; nearly all actives have a fitted effect of over 60% in size
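ELG1-luciferase HEK293T cells, 2,000/well; compound pinned in; 16 hr, 37 °C, 5% CO2; ONE-Glo, 30 min RT; luminescence on CCD imager.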
PKM2 act – qHTS Assay for Activators of Human Muscle isoform 2 Pyruvate Kinase; Pyruvate kinase PKM (Homo sapiens), P14618; Potency, µM (doses to about 57.5 µM), for inactives: top-dose activation, most hits filed as activators; actives 0.34% (n = 260,000); purified PKM2, Kinase-Glo ATP luminescence, activation; response scale: 0% is enzyme alone, no compound; note: potency is the fitted concentration of half-maximal effect; % is set by controls: 0 for no effect and ±100 for the full control effect; nearly all actives have a fitted effect of over 55% in size
Target sequence (P14618 whole entry, looked up, canonical isoform): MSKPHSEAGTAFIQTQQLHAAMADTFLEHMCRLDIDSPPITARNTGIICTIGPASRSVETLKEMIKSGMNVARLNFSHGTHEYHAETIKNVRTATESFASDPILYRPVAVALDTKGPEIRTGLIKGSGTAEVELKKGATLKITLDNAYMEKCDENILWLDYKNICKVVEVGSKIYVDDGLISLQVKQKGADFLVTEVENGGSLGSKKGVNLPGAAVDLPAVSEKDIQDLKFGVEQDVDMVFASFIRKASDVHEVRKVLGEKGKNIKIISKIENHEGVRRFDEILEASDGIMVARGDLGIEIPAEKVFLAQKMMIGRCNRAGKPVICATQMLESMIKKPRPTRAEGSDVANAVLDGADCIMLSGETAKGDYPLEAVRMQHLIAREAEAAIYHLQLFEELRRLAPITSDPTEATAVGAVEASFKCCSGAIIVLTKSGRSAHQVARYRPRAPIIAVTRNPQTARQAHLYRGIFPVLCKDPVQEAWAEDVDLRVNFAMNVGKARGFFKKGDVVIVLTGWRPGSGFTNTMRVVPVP
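Kinase-Glo luminescence reports ATP generated from ADP (0.1 mM) and PEP (0.5 mM) by purified hPK-M2 after 1 h at room temperature, pH 7.2 imidazole buffer; intermediate enzyme activity allows detecting inhibitors and activators.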
p53 reactivator – qHTS assay for re-activators of p53 using a Luc reporter; actives 0.063% (n = 320,000); Potency, µM (top dose mostly 92.2 µM), for the others: at the highest dose activity change, positive = activation, usual class: activators; H1299 p53-A138V BP100-luciferase reporter, luminescence, 24 h; note: potency is the fitted concentration of half-maximal effect; % of control where 0% means no effect; nearly all actives have a fitted effect of over 45% in size
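H1299 (p53-null), stable ts p53-A138V + BP100-Luc; 1000 cells/well, Opti-MEM/10% FBS; cpd 4 pt, 1:5; 24 h, 37 deg C, 5% CO2; detection reagent 10 min RT; luminescence.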
BRCA1 expr up – qHTS Assay to Identify Small Molecule Activators of BRCA1 Expression | actives 1.1% (n = 380,000) | Potency, µM (highest dose often 46.1 µM), for inactives: at the top dose activation, hits mostly activators | MCF7-BRCA1-FFLuc reporter, luminescence, 48 h; response scale: scaled: vehicle 0%, 10 µM genistein 100%; note: potency is the fitted concentration of half-maximal effect; nearly all actives have a fitted effect of over 80% in size; some results filed as inactive show a strong effect at the top dose
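Using MCF7 cells harboring a BRCA1 firefly luciferase reporter, plated 2 h before compound pinning, the screen measured luminescence after 48 h incubation. Responses were normalized to DMSO and 10 microM genistein, then fitted for concentration-effect.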
Menin-MLL TR inh – qHTS Assay for Inhibitors Targeting the Menin-MLL Interaction in MLL Related Leukemias: Competition With Texas Red Labeled MLL-derived Mutant Peptide. Potency, µM (titrated, usually from 61.6 µM), for inactives: at the top dose FP activity change, negative = inhibition, most hits filed as inhibitors. actives 0.23% (n = 270,000). Menin + Texas Red MLL mutant peptide, fluorescence polarization; active = well fitted inhibition curve with a large enough effect in the polarisation, with a control signal flat, not every such curve was filed as active; inconclusive = small, poorly fitted or top-dose-only effect, or effect the other way, or a change in a side signal; inactive = no such curve, though single readings can be large or run the other way; the % refers to the polarisation; note: potency is the fitted concentration of half-maximal effect; % of control where 0% means no effect; many of its hits are not listed in these tables
RORgamma inh – qHTS for inhibitors of ROR gamma transcriptional activity. Drosophila S2 Gal4-RORgamma UAS-luciferase reporter, 20 h. Nuclear receptor ROR-gamma (Mus musculus), P51450. AID 2551, 2010. actives 5.4% (n = 310,000). Potency, µM (top dose mostly 53.6 µM), for inactives: at the highest dose activity change, negative = inhibition, usual class: inhibitors; note: potency is the fitted concentration of half-maximal effect; % is set by controls: 0 for no effect and ±100 for the full control effect; nearly all actives have a fitted effect of over 60% in size
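Using a luciferase readout, inhibitors were identified by reduced reporter activity in Drosophila cells coexpressing a copper-inducible Gal4–ROR gamma fusion and UAS-driven Photinus luciferase, incubated 20 hr after 700 uM copper sulfate.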
NPC1 prom act – qHTS Assay for NPC1 Promoter Activators; Potency, µM (series often up to 9.22 µM), for the others: top-dose activation, actives largely listed as activators; actives 2.4% (n = 320,000); Huh7 NPC1 promoter luciferase reporter, 24 h; AID 485313, 2010;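 note: potency is the fitted concentration of half-maximal effect; % of control where 0% means no effect; nearly all actives have a fitted effect of over 60% in size; reporter is driven by a mutant NPC1 promoter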
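Huh7 cells stably carrying NPC1 promoter–luciferase, plated in Opti-MEM with 10% FBS for 2 h, were exposed to compound in DMSO for 24 h at 37 °C; luciferase reagent was added for 10 min and luminescence read.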
Giardia kill – Small Molecules that selectively kill Giardia lamblia: qHTS; Giardia lamblia trophozoite viability; activity change, % at 7.66 µM, hits read low; actives 0.15% (n = 340,000); AID 540267, 2011; in the data active = activity change below about -80%; inconclusive = between about -30% and that limit;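 note: parasites exposed to compound for two days anaerobically before the ATP read; % is set by controls: 0 for no effect and ±100 for the full control effect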
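Luminescent ATP signal served as the viability read-out, measured 15-30 min after adding ATP detection reagent to trophozoites that had been incubated with compounds for 48 hrs at 37 deg C anaerobically at 100 cells/well.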
VP16 counter – VP16 counterscreen qHTS for inhibitors of ROR gamma transcriptional activity. actives 3.5% (n = 310,000). Potency, µM (top dose mostly 53.6 µM), without a hit: at the highest dose activity, negative = inhibition, hits mostly inhibitors. AID 2546, 2010. Drosophila S2 Gal4-VP16 UAS-luciferase, luminescence, 20 h;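 note: Gal4-VP16 expression switched on by copper sulfate through the metallothionein promoter; potency is the fitted concentration of half-maximal effect; % is set by controls: 0 for no effect and ±100 for the full control effect; nearly all actives have a fitted effect of over 50% in size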
* marks the source's active call; other numbers are inactive results; ? = inconclusive; . = not tested or not shown; [ ] = another dose, or the depositor's remark. Unless noted, calls come from the whole dose curve; as a rule, active = well fitted curve in the direction sought with a large enough effect; inconclusive = small, poorly fitted or top-dose-only effect, or another doubt; inactive = no such curve, though single readings can be large; an effect the other way counts as inactive or inconclusive.

SMILES	FLuc counter	Rab9 prom act	ELG1 genotox	PKM2 act	p53 reactivator	BRCA1 expr up	Menin-MLL TR inh	RORgamma inh	NPC1 prom act	Giardia kill	VP16 counter
C/C(=N\NC(=O)c1ccco1)c1ccc(NC(=O)c2cccs2)cc1	-17%	17%	?	-10%	?	93%	0%	?	19%	-3	-21%
NC(=O)NCc1ccc(C(=O)OCc2ccncc2)cc1	4%	-8%	2%	0%	-5%	-6%	19%	2%	-7%	-16	-2%
CCN(Cc1ccccc1)C(=O)CN1C(=O)c2ccccc2S1(=O)=O	-21%	2%	3%	.	2%	-4%	.	.	-1%	-2	.
CCSc1nnc(-c2cccnc2)n1-c1ccc(C)c(Cl)c1	-1%	-2%	1%	0%	-7%	-15%	-5%	4%	-4%	-21	15%
Cn1c(-c2ccc3nc(N)sc3c2)nc2cc(N)ccc21	21µM*	23%	?	2%	11%	25%	0%	32%	?	7	?
Cc1ccc(C)c(CN2CCC(CNC(=O)Nc3ccc(Cl)cc3)CC2)c1	-18%	-4%	-3%	.	12%	66%	-20%	3%	2%	23	-15%
CCn1nnnc1SCC(=O)Nc1nc(C)c(C)s1	-17%	23%	1%	-2%	22%	62%	-20%	17%	17%	-3	0%
C=CCN1C(=O)/C(=N/n2cnnc2)c2ccccc21	3%	-6%	3%	?	-38%[inhibitor]	-19%	-10%	1%	0%	-1	2%
CCCNC(=O)Cn1cnc2sc(C(=O)N3CCN(Cc4ccc5c(c4)OCO5)CC3)c(C)c2c1=O	8%	-9%	6%	4%	-6%	-14%	-10%	-4%	-9%	-1	-9%
Nc1nc(CSc2ccccc2)nc(N2CCCCC2)n1	?	?	?	-16%	1%	?	-13%	?	?	11	-15%
COc1ncnc2c1oc1nc(CC(C)C)c3c(c12)CC(C)(C)OC3	0%	-2%	-2%	0%	-1%	-19%	?	6%	-2%	-7	-8%
CC(=O)Nc1cccc(C(=O)/C=C/c2ccc(F)cc2)c1	19µM*	0%	?	-2%	-8%	-54%	28%	13µM*	2%	-28	?
CCOC(=O)Cn1c(=O)n(Cc2ccco2)c(=O)c2ccc(C(=O)NCCc3ccccc3)cc21	-6%	2%	-6%	1%	-1%	-10%	33%[activator]	?	7%	3	-17%
CC1CCCCN1CCCNc1ccc(C(CC(N)=O)NC(=O)Cc2ccc(Br)cc2)cc1[N+](=O)[O-] (configuration not stated)	1%	-9%	-2%	-7%	9%	-15%	0%	-1%	0%	-7	0%
COCCNC(=O)c1ccc2c(=O)n(Cc3ccco3)c(SCC(=O)NC3CCCC3)nc2c1	-1%	1%	4%	14%	-2%	3%	-12%	-1%	1%	5	-3%
COc1cc(/C=N/NC(=O)Cn2cnc3c2c(=O)n(C)c(=O)n3C)cc(OC)c1OC	0%	1%	3%	-1%	3%	-14%	.	-6%	-1%	-11	4%
CCc1ccc(C(=O)NCc2cnn(C)c2)s1	-10%	-1%	12%	4%	8%	16%	5%	8%	9%	-7	0%
Cc1ccc(S(=O)(=O)N2CCOCC2)cc1C(=O)N1CCOCC1	-1%	-3%	2%	1%	0%	1%	17%	9%	-3%	-12	-5%
CN(C)c1ccc(/C=N/NC(=O)C(=O)/C=C2\NC3(CCCC3)Cc3ccccc32)cc1	-9%	11%	-3%	-13%	-6%	-47%	-16%	44%	-1%	14	-11%
CC(=O)C1=C(C)NC(=O)NC1c1cccc([N+](=O)[O-])c1O (configuration not stated)	7%	1%	3%	-15%	-2%	23%	2%	1%	-1%	-8	-10%
Cc1ccccc1C(=O)Nc1nnc(-c2cccnc2)o1	-3%	-3%	-1%	-4%	3%	-3%	-15%	3.2µM*	5%	1	5µM*
CCOC(=O)C1CCCN(C2=NC(=O)/C(=C/c3ccc(OC)cc3OC)S2)C1 (configuration not stated)	?	-6%	-3%	.	-3%	-5%	?	16%	-4%	-5	-7%
O=C(NCc1ccccc1)NC1(C(=O)N2CCN3CCCC3C2)CCCCC1 (configuration not stated)	3%	-6%	2%	8%	-17%	7%	-2%	-20%	1%	-4	0%
C/C(=N\NC(=O)c1cccnc1)c1nnn(-c2nonc2N)c1C	-5%	1%	-1%	.	-3%	-9%	-8%	-28%	0%	4	-5%
CCc1ccc(-c2cc(C)no2)cc1S(=O)(=O)N1CC(=O)Nc2ccccc21	1%	-3%	1%	.	-8%	-38%	26%	19%	-1%	22	-2%

Going on with the list:
SMILES	FLuc counter	Rab9 prom act	ELG1 genotox	PKM2 act	p53 reactivator	BRCA1 expr up	Menin-MLL TR inh	RORgamma inh	NPC1 prom act	Giardia kill	VP16 counter
CCOC(=O)c1sc2nc3c(SCC(=O)O)cc(C(=O)c4cc(F)ccc4O)cn3c(=O)c2c1C	8.5µM*	-3%	4%	4%	12%	16%	45%[activator]	-7%	1%	4	-2%
O=C(NCc1ccc2c(c1)OCO2)c1cc(-c2ccccn2)nc2ccccc12	-9%	-2%	-7%	-3%	-4%	-25%	10%	-42%	-2%	5	2%
Cc1ccccc1N=CC1=C(O)c2ccccc2C1=O	0.13µM*	0.25µM*	?	-55%	5%	70%	18%	0.2µM*	?	?	1.3µM*
NC1=NC(=O)/C(=C/c2cccs2)S1	?	.	2%	-5%	5%	8%	24%	-3%	-9%	-1	?
Cc1ccc(C(=O)Nc2ccc(S(=O)(=O)Nc3ncccn3)cc2)cc1[N+](=O)[O-]	-1%	4%	-6%	-7%[11.5 µM]	-8%	-10%	8%	28%	-2%	13	-3%
COc1ccc(C(=O)COC(=O)c2nn(C)c(=O)c3ccccc23)c(OC)c1	?	-4%	4%	1%	0%	0%	-1%	4%	-4%	0	-9%
Cc1ccc(OCCNC(=O)c2ccc(C)cc2)cc1	?	10%[1.84 µM]	?	.	13%	?	0%	3%	?	-22	7%
O=C(COc1ccccc1Cl)Nc1cccc(S(=O)(=O)NC2=NCCCCC2)c1	19µM*	-2%	-4%	.	-2%	-1%	.	.	-2%	11	.
CC1Cn2c(nc(=O)c3c2NCN(CCc2ccccc2)C3)S1 (configuration not stated)	-1%	-2%	15%	-1%	-4%	-11%	-6%	-5%	-5%	12	4%
CCOC(=O)C(C)Oc1cccc2c(=O)n(CC(=O)Nc3cccc(OC)c3)ccc12 (configuration not stated)	-1%	0%	-10%	0%	-1%	-1%	1%	1%	-1%	16	2%
CC(C)C(=O)Nc1ccc2c(c1)nc1n2CCSC1	?	23%	?	?	?	52%	-23%	?	15%	-3	3%
COc1ccc(CN(C)C(=O)CNC(=O)c2cccs2)c(OC)c1	-15%	3%	0%	.	5%	11%	.	.	-1%	-11	.
CCn1c2ccccc2c2cc(CC(N)=O)ccc21	-9%	-3%	0%	-8%	-2%	4%	-11%	18%	-2%	18	-2%
Cc1cccc(C(=O)N[C@H](C(=O)Nc2nc(C)cs2)C(C)C)c1	0%	-4%	0%	-5%	0%	-20%	-2%	25%	-2%	13	-11%
C/C(Cn1nc([N+](=O)[O-])cc1C)=N\NC(=O)c1cccc(Br)c1	4%	-20%	-1%	0%	-7%	-18%	1%	13µM*	-11%	-2	?
CCc1ccc(NC(=O)c2cnc3n(c2=O)CCS3)cc1	9.5µM*	4µM*	9.2µM*	0%	?	4%	1%	20%	29%	1	-1%
c1ccc(Nc2nc3ccccc3[nH]2)nc1	24µM*	3.5µM*	?	-23%	?	77%	?	2µM*	?	-10	?
Cn1cccc1Cc1nnc(SCC(=O)Nc2ccc(F)cc2F)n1-c1ccc(F)cc1	6%	-3%	-9%	1%	-1%	1%	-4%	-2%	-2%	11	5%
Cc1ccc(CC(=O)N2CCN(c3ccccc3F)CC2)cc1	-14%	2%	7%	2%	-2%	78%	-28%	24%	8%	-20	?

A portion of the library; the hit share may differ from the screen's.
